aSyn yeast rescue: qHTS of alpha-syn Inhibitors: NCGC Sytravon Library Screen. S. cerevisiae alpha-synuclein toxicity rescue, BacTiter-Glo growth, 24 h. actives 0.02% (n = 94,000). Potency, µM (series often up to 46.1 µM), inactives show at the highest dose growth rescue (activation), most hits filed as activators; active = well fitted activation curve with a large enough effect; inconclusive = small, poorly fitted or top-dose-only effect; note: 0% is about no effect
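Growth restoration measured by BacTiter-Glo luminescence after 24 hr at 30 deg C; alpha-synuclein yeast, raffinose-pregrown to mid-log, were added at OD600=0.02 in galactose medium onto pinned compounds.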
Starred values were filed as active, the others as inactive; ? = inconclusive. Potency is the fitted concentration of half-maximal effect. This is a subset; the hit share may differ from the screen's.

| smiles | aSyn yeast rescue |
| --- | --- |
| COCCCNC(=O)c1cc(-c2cccnc2)nc2ccc(S(=O)(=O)N3CCC(C)CC3)cc12 | -1.2% |
| CCOc1ccccc1C(=O)NCC(=O)NC(C)c1ccc(-n2ccnc2)cc1 (stereo unspecified) | -1.5% |
| CCN(c1ccccc1)S(=O)(=O)c1cccc(C(=O)NCc2ccccn2)c1 | 0.9% |
| CCc1cc(SC#N)cc(C)c1N | 3.4% |
| Cc1ccccc1C(=O)Nc1nnc(S(=O)(=O)N2c3ccccc3CC2C)s1 (stereo unspecified) | -0.2% |
| Cc1c(C(=O)NCc2ccc(Cl)cc2)sc2nc3n(c(=O)c12)CCC3 | -3.9% |
| CSc1ncccc1C(=O)OCC(=O)N(C)c1c(N)n(Cc2ccccc2)c(=O)[nH]c1=O | -4.6% |
| CC(=O)Nc1ccc(S(=O)(=O)NC(C)C(=O)OCC(=O)Nc2ccc(F)cc2Cl)cc1 (stereo unspecified) | 0.1% |
| Cc1csc2ncc(C(=O)N(Cc3ccccc3)c3ccccn3)c(=O)n12 | 2.2% |
| COc1cccc(NC(=O)CCN2CCN(c3ccccc3)CC2)c1 | 2.2% |
| Brc1ccc2nc(SCCOc3ccccc3)[nH]c2c1 | -23.6% |
| Cc1cc(F)ccc1NC(=O)C1CCN(C(=O)c2cnn(-c3ccccc3)c2-n2cccc2)CC1 | 8.3% |
| CCOc1ccc(C(CC(=O)O)NC(=O)COc2ccccc2OC)cc1OC (stereo unspecified) | 4.9% |
| CCOc1ccc(NC(=O)C2CCCN(S(=O)(=O)c3ccc4[nH]c(=O)ccc4c3)C2)cc1 (stereo unspecified) | 2.7% |
| COc1cc(OC)c2c(C)c(CC(=O)NCc3ccccc3OC)c(=O)oc2c1 | -2.1% |
| CCN(CC)c1ccc(NC(=O)Cn2c(C)c3cnn(-c4ccccc4)c(=O)c3c2C)c(C)c1 | -12.9% |
| Cc1[nH]n(-c2ccccc2)c(=O)c1/C=N/N1C(=O)c2cccc3cccc(c23)C1=O | ? |
| Cc1cccn2c(=O)c3cc(C(=O)N(Cc4ccccc4)C(C)C)sc3nc12 | -14.1% |
| CN(C)CCC(=O)C(Cc1ccccc1)c1ccccc1 (stereo unspecified) | -9.6% |
| Cc1cccnc1NC(=O)Cn1nc(-c2ccccc2)oc1=S | -6.8% |
| COc1ccccc1N1CCN(c2cc(=O)n(Cc3ccc(F)cc3)c(=O)[nH]2)CC1 | 6.6% |
| CC(=O)c1ccc(Nc2nc3ccccc3nc2-n2nc(C)cc2C)cc1 | 2.5% |
| CCc1ccc(S(=O)(=O)c2nnn3c2nc(Nc2ccc(C)c(Cl)c2)c2sccc23)cc1 | -0.9% |
| Cc1ccc(NC(=O)CN2C(=O)CC(C)Sc3ccccc32)c(C)c1 (stereo unspecified) | 10.8% |
| CC(=O)Nc1ccc(N(C(=O)CNC(=O)c2cccs2)C(C(=O)NC(C)(C)C)c2ccccc2)cc1 (stereo unspecified) | -4.5% |
| O=C(CNC(=O)c1ccccc1F)Nc1ccncc1 | -7.8% |
| COc1ccc(N2C(=O)C3CCCN3C2c2cccc(OC)c2OC)cc1 (stereo unspecified) | 1.9% |
| O=C(NCCc1csc(-c2cccnc2)n1)c1cccc(Cl)c1 | -2.9% |
| CC(=O)N1CCCC1c1nc2ccccc2n1Cc1cc(C)ccc1C (stereo unspecified) | 3.3% |
| CC(=O)N1CCCc2cc(S(=O)(=O)N3CCC(C(=O)NCc4ccc(C)cc4)CC3)ccc21 | -0.8% |
| CCCOc1cccc(C2c3c(oc4ccccc4c3=O)C(=O)N2c2nncs2)c1 (stereo unspecified) | 4.1% |
| CCNC(=O)c1ccc2c(c1)nc1n2CCCCC1 | -11.0% |
| CC(=O)c1ccc(N2CCN(S(=O)(=O)c3cccc4nsnc34)CC2)cc1 | 5.2% |
| CCn1c(CNC(=O)c2ccco2)nnc1SCCOc1ccccc1 | 3.9% |
| Cc1ccc(Cl)cc1N1CCN(C(=O)c2ccc3c(c2)N(Cc2ccc(F)cc2)CCS3)CC1 | 5.5% |
| CCCN(CC(=O)Nc1ccccc1C)C(=O)c1cnc(C)cn1 | -1.5% |
| NC(=S)N/N=C/c1c(O)c(Br)cc2oc3c(c12)CCCC3 | 4.0% |
| COc1cc(Nc2nc3c(S(=O)(=O)c4ccccc4)nnn3c3ccc(Cl)cc23)cc(OC)c1 | -8.2% |
| COc1ccccc1Oc1nc2c(c(=O)n(C)c(=O)n2C)n1Cc1cccc(Br)c1 | 5.2% |
| Cc1cc(C)cc(OCc2ccc(C(=O)Nc3ccccc3F)o2)c1 | 2.3% |
| COc1ccc2nc(SCCC(=O)O)cc(C)c2c1 | 9.0% |
| CCOc1ccccc1NC(=O)C1CCN(S(=O)(=O)c2c(C)nn(C)c2C)CC1 | -6.5% |
| CC(=O)Nc1ccc(S(=O)(=O)NCC(=O)NCCCc2ccccc2)cc1 | 5.0% |
| CCc1cc(-c2nnn(CCC3COCCO3)c2CC)cc(CC)c1-c1cn(Cc2ccc3ccccc3c2)nn1 (stereo unspecified) | -8.4% |
| CCN(CC)CCn1c(NCc2ccc3c(c2)OCO3)nc2ccccc21 | 0.6% |
| COc1ccc(/C=C2/SC(=O)N(CCNC(=O)C3CC(=O)N(Cc4ccccc4)C3)C2=O)cc1 (stereo unspecified) | -2.7% |
| COc1ccc(S(=O)(=O)N2CCN(c3ccc(F)cc3)CC2)cc1-c1noc(C)n1 | -6.6% |
| CN1CCN(C(=O)c2cc(S(=O)(=O)Nc3ccccc3F)c(Cl)cc2Cl)CC1 | -9.0% |
| Cc1c(/C=C(\C#N)C(=O)Nc2cccc(Cl)c2)c2ccccc2n1Cc1ccccc1Cl | -6.2% |
| Oc1cccc(Nc2nc(-c3ccccc3)nc3ccccc23)c1 | -15.9% |

Following part:
| smiles | aSyn yeast rescue |
| --- | --- |
| Cc1cccc(-c2noc(CN(C(=O)COc3ccc(Br)cc3C)C(C)C)n2)c1 | 21.4% |
| COc1cccc(NC(=O)CSc2nnc3cc(C)nc(N)n23)c1 | 13.1% |
| COc1cccc(N2CC(NC(=O)CCCc3ccccc3)CC2=O)c1 (stereo unspecified) | 0.6% |
| Cc1[nH]n(-c2ccccc2)c(=O)c1N=Nc1ccccc1C(=O)N1CCOCC1 | 5.9% |
| O=C(CS(=O)(=O)c1cn(Cc2ccc(Cl)cc2)c2ccccc12)N1CCCCC1 | 7.0% |
| Cc1ccc(S(=O)(=O)Nc2ccc3[nH]c(=O)[nH]c3c2)c(C)c1 | 1.2% |
| Cc1cc2ccccc2n1CCNC(=O)C1CC1 | -8.4% |
| CCc1ccc(C2CC(=O)c3c([nH]c(C(=O)OC4CCCC4)c3C)C2)cc1 (stereo unspecified) | -20.2% |
| CCc1ccc(CNC(=O)C2CCCN(c3nn4c(=O)cc(C)nc4s3)C2)cc1 (stereo unspecified) | -1.2% |
| NC(=O)COc1ccc(=O)n(-c2ccccc2)n1 | -1.5% |
| CCCCOC(=O)Nc1nc2ccc([N+](=O)[O-])cc2s1 | 5.7% |
| O=C(NCc1cccn1Cc1ccccc1)Nc1ccc(Br)cc1F | -1.6% |
| Cc1ccc(Cl)cc1-n1c(SCC(=O)NCc2ccccc2)nc2n[nH]c(C)c2c1=N | -9.2% |
| Cc1ccc(C(=O)Oc2ccc(Br)cc2C(=S)N2CCOCC2)cc1 | -18.4% |
| O=C1c2oc3ccccc3c(=O)c2C(c2ccc(Br)cc2)N1c1ccccn1 (stereo unspecified) | -1.4% |
| O=C(NCCCN1CCCC1=O)c1cccc(NS(=O)(=O)c2ccccc2)c1 | -11.1% |
| CCOc1ccc(CNC(=O)C2Cc3ccccc3N2C(=O)CC)cc1 (stereo unspecified) | -0.4% |
| Cc1cccc(OC(C)C(=O)Nc2nc(-c3cccnc3)cs2)c1 (stereo unspecified) | -3.0% |
| CCN(CC)S(=O)(=O)c1cc(OC)ccc1N=Nc1ccc(O)c2ncccc12 | 14.3% |
| Cc1onc(-c2ccccc2)c1-c1csc(N/N=C/c2ccccc2)n1 | 10.9% |
| CCOc1ccc(CN(C(=O)c2nc(SC)ncc2Cl)C2CCS(=O)(=O)C2)cc1 (stereo unspecified) | 0.1% |
| COc1cccc(NC(=O)C2CCN(S(=O)(=O)c3c(C)noc3/C=C/c3cccs3)CC2)c1 | 17.4% |
| Cc1[nH]nc(Nc2ccc(O)cc2)c1[N+](=O)[O-] | 11.8% |
| COc1ccc(-n2ncc(Cl)c(Cl)c2=O)cc1 | 1.8% |
| COc1ccccc1CNC(=O)Cn1nc(C)n2cccc2c1=O | -7.2% |

Given as labelled records: 3 of the compounds above.
CCN(CC)S(=O)(=O)c1cc(OC)ccc1N=Nc1ccc(O)c2ncccc12
  aSyn yeast rescue = 14.3%
COc1cccc(NC(=O)CSc2nnc3cc(C)nc(N)n23)c1
  aSyn yeast rescue = 13.1%
Cc1ccc(S(=O)(=O)Nc2ccc3[nH]c(=O)[nH]c3c2)c(C)c1
  aSyn yeast rescue = 1.2%

The list continues.
| smiles | aSyn yeast rescue |
| --- | --- |
| O=C(NCCc1ccc(Cl)cc1)c1nc(-c2cccc(F)c2)n2c1CCCCC2 | 13.0% |
| O=C(CSc1nc(O)cc(=O)[nH]1)N1c2ccccc2CCc2ccccc21 | -1.7% |
| COc1cc(C(=O)Nc2nc3c(s2)Cc2c(Br)ccc(OC)c2-3)cc(OC)c1OC | -10.7% |
| CC(C)c1nn2c(=O)cc(COC(=O)CNC(=O)c3ccccc3Cl)nc2s1 | -5.0% |
| O=C(CS(=O)(=O)c1cccc2nsnc12)Nc1ccccc1 | 7.0% |
| CC(C)n1c(NCc2cc(Cl)ccc2O)nc2ccccc21 | -3.9% |
| Cc1ccc(S(=O)(=O)c2cn(Cc3ccccc3)c3cc(N4CCCCC4)c(F)cc3c2=O)cc1 | 9.1% |
| CCCCN(Cc1ccco1)C(=O)Cn1ncc2c(=O)oc3ccc(C)cc3c21 | 9.9% |
| CC(C)(C)C(=O)Cn1c(=O)n(CCCCCC(=O)NCc2ccc3c(c2)OCO3)c(=O)c2sccc21 | 1.5% |
| CCOc1ccc(Nc2nc3c(S(=O)(=O)c4ccc(CC)cc4)nnn3c3ccc(Cl)cc23)cc1 | -4.1% |
| Cc1ccc(NC(=O)CCCn2c(=O)c3cccn3c3cccnc32)c(C)c1 | 16.6% |
| COc1ccc(CC(=O)OC(C)C(=O)NC2CCCCC2C)cc1 (stereo unspecified) | -4.0% |
| Cc1cc(Nc2cccc(F)c2)n2ncnc2n1 | -5.9% |
| O=C(NCCc1ccccc1)C1(c2cccs2)CCOCC1 | -0.5% |
| COc1cc2c(cc1OC)C(=O)C(c1ccc3c(c1)OCO3)CC2 (stereo unspecified) | 4.0% |
| CCOc1cccc(C2C(C#N)=C(N)Oc3cc(C)[nH]c(=O)c32)c1OCC (stereo unspecified) | -6.8% |
| O=C(Nc1cc(-c2nc3ccccc3o2)ccc1Cl)c1ccc(Br)o1 | 17.8% |
| CCCCCn1c(CN2CCN(C)CC2)nc2c1c(=O)n(C)c(=O)n2C | 1.5% |
| COc1cccc(CN(C)C(=O)c2ccc(Oc3ccccc3)cc2)c1OC | 6.4% |
| COc1ccccc1CN(C)C[C@@H]1OCc2cnnn2CCCC(=O)N([C@H](C)CO)C[C@H]1C | 7.5% |
| Cn1c(=O)c2c(nc(SCC(=O)Nc3ccccc3)n2Cc2ccccc2F)n(C)c1=O | 3.0% |
| CSc1ccc(/C=C(/Sc2nnc(-c3ccccc3)o2)C(=O)O)cc1 | 11.7% |
| O=C(CCc1ccccc1)NCc1ccc2c(c1)CCN2C(=O)c1ccc(Cl)cc1 | -1.5% |
| COc1ccc(-c2csc(NC(=O)c3c(C)noc3C)n2)cc1OC | -3.0% |
| Cc1ccc(NC(=O)c2cccc(NC(=O)N3CCSc4ncccc43)c2)cc1F | -8.9% |
| CC1CCN(S(=O)(=O)c2ccc3c(c2)N(CC(=O)NCc2ccccc2Cl)C(=O)CO3)CC1 | 3.6% |
| COc1ccc(NC(=O)CCc2c(C)nc3c(c2C)c(=O)n(C)c(=O)n3C)cc1OC | 0.1% |
| CC(=O)c1cccc(NS(=O)(=O)c2cc3c(cc2C)N(C(C)=O)CCO3)c1 | -3.8% |
| CCN(C(=O)COC(=O)c1cc(S(=O)(=O)N2CCc3ccccc32)ccc1OC)C1CCS(=O)(=O)C1 (stereo unspecified) | -7.7% |
| COc1ccc(NC(=O)CSc2nnc(-c3nonc3NC(C)=O)n2-c2ccccc2)cc1 | 6.0% |
| COc1ccccc1Nc1nn2c(=O)c3ccc(C(=O)NCCC4=CCCCC4)cc3nc2s1 | -1.9% |
| O=c1c(-c2ccc(F)cc2)[n+]([O-])c2ccccc2n1OCc1ccccn1 | -4.2% |
| NS(=O)(=O)c1ccc(NC(=O)/C(=C/c2ccncc2)NC(=O)c2ccccc2)cc1 | -0.2% |
| COc1ccc(CCNC(=O)c2c3c(nc4ccccc24)C(=O)N(C2CCCCC2)C3)cc1OC | -3.6% |
| Cc1nn(-c2ccccc2)c2sc(C(=O)Nc3cccc(Br)c3)cc12 | -17.1% |
| COc1ccccc1NC(=O)N(C)C[C@@H]1OCc2ccccc2-c2c(n(C)c3ccccc23)C(=O)N([C@H](C)CO)C[C@@H]1C | 7.1% |
| Cc1ccccc1OCc1nc2c3cnn(-c4cccc(F)c4)c3ncn2n1 | 3.9% |
| CC(=O)Nc1ccc(NC(=O)c2ccccc2-n2cnnn2)cc1 | 11.5% |
| CC1=C(C(=O)Nc2ccccc2)C(c2ccncc2)n2nc(SCc3ccccc3F)nc2N1 (stereo unspecified) | -12.5% |
| Cc1ccc(N2CC(NC(=O)c3cc4ccccc4o3)CC2=O)cc1C (stereo unspecified) | 1.3% |

A draw from above in order of heavy-atom count, ascending.
| smiles | aSyn yeast rescue |
| --- | --- |
| CC1CCN(S(=O)(=O)c2ccc3c(c2)N(CC(=O)NCc2ccccc2Cl)C(=O)CO3)CC1 | 3.6% |
| CCN(C(=O)COC(=O)c1cc(S(=O)(=O)N2CCc3ccccc32)ccc1OC)C1CCS(=O)(=O)C1 (stereo unspecified) | -7.7% |
| COc1ccccc1NC(=O)N(C)C[C@@H]1OCc2ccccc2-c2c(n(C)c3ccccc23)C(=O)N([C@H](C)CO)C[C@@H]1C | 7.1% |
